T cell HTS: T cell immune modulation candidate; 330,000 tested, 0.068% active; calls only at 7 µM; 2C CD8+ T cell-vesicle binding, flow cytometry; active compounds read low;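 active means response, share of CD8 T cells binding vesicles, and their 90th percentile fluorescence all below set limits, cut at about 80% in these data, passing the limit was not always enough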
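Incubation: binding step 1.5 h, 37 °C, antibody labelling 20 min, ice; system: murine 2C transgenic CD8+ T lymphocytes; technique: cytometric PE anti-B7-1 and Alexa647 anti-CD8 signals after 1% paraformaldehyde fixation; also added: QL9-charged Drosophila Ld/ICAM-1/B7-1 vesicles; control set: naked versus QL9-loaded vesicles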
Insulin prom up: MIN6 insulin promoter up-regulation; z-score at 5 µM; MIN6 insulin promoter-GFP reporter, high-content imaging; active compounds read high; 190,000 tested, 0.3% active;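 active means z-score above 3 at 5 µM with at least 500 cells counted in the well; inconclusive means wells under 500 cells, flagged as cytotoxic or low count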
PMI inhibitors: inhibitors of human PMI, primary screen, biochemical, fluorescence intensity, coupled assay (AID 1209). purified PMI enzyme, coupled fluorescence intensity; higher % means a stronger effect. one-dose inhibition, % at 20 µM; IC50 in µM for titrated hits. 190,000 tested, 0.42% active; in the data active means inhibition above about 50%;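 further: plate controls were DMSO vehicle for no effect and wells lacking substrate for full effect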
Myeloid diff MLP: myeloid differentiation induction | calls only at 10 µM | ER-HoxA9 myeloid progenitors, lysozyme-GFP differentiation, flow cytometry | 360,000 tested, 1% active;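 active means normalized GFP-positive differentiation at or above the plate's own cutoff, the solvent-only control mean plus 3 SD; inconclusive means no clear call, values can overlap the other calls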;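 further: cells exposed to compound for four days before flow analysis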
Dynein transport: blocks dynein driven cargo transport along microtubules; 3617.4 mouse cells, GR-EGFP nuclear translocation imaging; test concentration mostly 20 µM; stimulated with dexamethasone, 1 µM; active compounds read low; z-score, hits read low; 220,000 tested, 0.47% active;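 active means plate z-score of nuclear minus cytoplasmic receptor signal below a set negative limit, without overly bright fluorescence or cell loss, cut at about -3.5 in these data, passing the limit was not always enough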;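 further: z-score of nuclear minus cytoplasmic ring GR-EGFP intensity difference per well; some compounds called inactive have numbers as strong as hits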
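Buffer or medium: Induction medium lacking tetracycline, stripped serum | Also added: Dexamethasone agonist, 1.0 µM final, for 30 min | Timing: 48 h induction, 1 h compound, 30 min dex at 37 °C | Detection: Formaldehyde fixation, Hoechst nuclear stain, 10x automated fluorescence imaging | Measure: Nuclear versus cytoplasmic GR-EGFP signal, averaged per well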
TNAP activation fold: human TNAP enzyme activators, primary screen, biochemical, luminescent, no phosphate acceptor, uHTS (AID 1001). activation fold at 20 µM, or EC50 in µM where a hit was titrated. 200,000 tested, 0.03% active. purified TNAP, luminescent activation assay, no phosphate acceptor; higher activation fold means a stronger effect; in the data active means activation fold from about 3, or a potency from the dose series; inactive means the rest, 99 in 100 with activation fold below about 1.6; further: many of its hits are not listed in these tables
bCat nuc transl: beta-catenin nuclear translocation modulation. nuclear translocation activity, % at 5 µM. HeLa beta-catenin nuclear translocation, immunofluorescence imaging. AID 1665. 190,000 tested, 0.3% active;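 active means nuclear translocation activity above 50% at 5 µM, with a well cell count of 50 or more; inconclusive means wells under 50 cells across six images, flagged as toxic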;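 further: per-cell ratio of nuclear to cytoplasmic median beta-catenin stain intensity; plate controls were DMSO negative control for no effect and GSK-3 inhibitor IX positive control for full effect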
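Test system: human HeLa cells, endogenous beta-catenin. Times: 24 h compound exposure, 37°C. Measured by: beta-catenin immunofluorescence imaging with DAPI.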
Hep lipid drop: hepatic lipid droplet formation modulation; 240,000 tested, 0.4% active; inhibition, % at 6.5 µM; AML12 mouse hepatocytes, oleate lipid droplets, BODIPY imaging;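 active means lipid droplet intensity inhibited by at least 50%, with more than 500 cells counted; inconclusive means wells with under 300 cells, treated as cytotoxic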
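Assay system: AML12 hepatocytes (mouse) / Also added: 100 µM oleic acid challenge / Times: overnight treatment with compound plus oleate / Detection: high-content imaging of BODIPY-stained droplets and DAPI nuclei / Evaluation: % inhibition of lipid droplet signal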
MT stabilizer: microtubule stabilizers in HeLa cells; 200,000 tested, 0.83% active; % tubulin-high responders, % at 10 µM; HeLa tubulin immunostaining HCS, 24 h; share of cells brighter than vehicle mean+2SD;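 active means plate Z-score above 3 for both tubulin-high and condensed-nucleus cell shares, with cell loss under 80%, at 10 µM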;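 further: anti alpha tubulin signal scored within the nucleus-defined area of each cell; some results filed as inactive read as strong as hits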
Dynein transport cytoplasmic EGFP: second read-out of Dynein transport, no call of its own (marks repeat the call); z-score; measured here: cytoplasmic GR-EGFP intensity; active compounds read high
Dynein transport nuclear GR-EGFP: recorded beside Dynein transport, whose call it bears; z-score; measured here: nuclear GR-EGFP intensity;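 lower value marks the stronger effect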
Dynein transport cell count: second read-out of Dynein transport, no call of its own (marks repeat the call); z-score; measured here: cell count per field
Insulin prom up cell count: further read-out of Insulin prom up, marked with its call; cell count; measured here: cytotoxicity, nuclei count;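 total cells summed across four imaged fields per well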
Hep lipid drop cells 6.5 µM: second read-out of Hep lipid drop, no call of its own (marks repeat the call); cell count; measured here: cell count, cytotoxicity flag;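 cells counted across two imaged fields per well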
bCat nuc transl cell count 5 µM: recorded beside bCat nuc transl, whose call it bears; cell count; measured here: cell count, cytotoxicity flag
T cell HTS vesicle-bound %: further read-out of T cell HTS, marked with its call; double positive events, %; measured here: CD8+ vesicle-bound cell fraction;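 binding gate set so that unloaded-vesicle control wells show 10% double positive cells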
MT stabilizer Hoechst-high %: also measured in MT stabilizer; calls as there; % Hoechst-high responders; measured here: nuclear condensation Hoechst responders;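 share of cells brighter than vehicle mean plus two SD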
MT stabilizer cytotoxicity %: second read-out of MT stabilizer, no call of its own (marks repeat the call); toxicity, %; measured here: cytotoxicity by cell density;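 0% = mean cell density of plate MIN control wells and 100% = no cells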
Myeloid diff MLP GFP+ MAC1+ %: second read-out of Myeloid diff MLP, no call of its own (marks repeat the call); GFP+ MAC1+ double positive, %; measured here: differentiation confirmed by MAC1 staining
* hit, by the source's call; i = inactive; ? = inconclusive; · = no result given.

The opening two records as a preview:
SMILES	T cell HTS	T cell HTS vesicle-bound %	Insulin prom up	Insulin prom up cell count	PMI inhibitors	Myeloid diff MLP	Myeloid diff MLP GFP+ MAC1+ %	Dynein transport	Dynein transport cytoplasmic EGFP	Dynein transport nuclear GR-EGFP	Dynein transport cell count	TNAP activation fold	bCat nuc transl	bCat nuc transl cell count 5 µM	Hep lipid drop	Hep lipid drop cells 6.5 µM	MT stabilizer	MT stabilizer Hoechst-high %	MT stabilizer cytotoxicity %
Cc1ccc(-c2ccc(C(=O)O)c(C)n2)cc1	i	49	0.36	1253	-7%	i	2.3	-0.59	-0.29	0.25	0.4	1	-2.2	540	-2	618	2.8	2.7	8.7
COc1cccc(OCCCN2CCCCCC2)c1	i	49	-0.06	1667	8%	i	0.7	-0.32	-0.29	0.13	0.13	1	15	850	3	660	7.9	2.4	8.0

The whole of this part, repeating the preview:
SMILES	T cell HTS	T cell HTS vesicle-bound %	Insulin prom up	Insulin prom up cell count	PMI inhibitors	Myeloid diff MLP	Myeloid diff MLP GFP+ MAC1+ %	Dynein transport	Dynein transport cytoplasmic EGFP	Dynein transport nuclear GR-EGFP	Dynein transport cell count	TNAP activation fold	bCat nuc transl	bCat nuc transl cell count 5 µM	Hep lipid drop	Hep lipid drop cells 6.5 µM	MT stabilizer	MT stabilizer Hoechst-high %	MT stabilizer cytotoxicity %
Cc1ccc(-c2ccc(C(=O)O)c(C)n2)cc1	i	49	0.36	1253	-7%	i	2.3	-0.59	-0.29	0.25	0.4	1	-2.2	540	-2	618	2.8	2.7	8.7
COc1cccc(OCCCN2CCCCCC2)c1	i	49	-0.06	1667	8%	i	0.7	-0.32	-0.29	0.13	0.13	1	15	850	3	660	7.9	2.4	8.0
COc1ccc(N(CC(=O)NCc2ccc(Cl)cc2)S(=O)(=O)c2ccccc2[N+](=O)[O-])c(OC)c1	i	54	·	·	22%	i	0.3	1.8	-0.17	1.2	-1.2	1	0.4	1054	-23	720	2.7	2.2	0.5
CC(Sc1nc2ccccc2n1C)C(=O)NC(c1ccccc1)c1ccccc1 (stereo not drawn)	i	56	·	·	8%	i	1.9	1	-0.26	0.38	-0.013	1.1	-0.4	1075	-8	717	2.7	2.2	3.0
O=c1c(Cl)c(Cl)cnn1Cc1nnc(-c2ccc(Cl)cc2)o1	·	·	?	·	-30%	·	·	-4.8*	3.2*	-2.5*	-1.6*	0.9	2.4	1016	-3	696	40	4.0	46
O=C(CC1S/C(=N/N=C/c2c[nH]c3ccc(OCc4ccccc4)cc23)NC1=O)Nc1ccccc1 (stereo not drawn)	i	48	0.32	1260	1%	i	1.1	0.94	-0.13	0.085	-0.027	1.1	-1.2	536	14	771	3.2	1.7	5.7
CN(C)S(=O)(=O)c1cccc(NC(=S)NCCCn2ccnc2)c1	i	48	0.75	1211	8%	i	0.3	0.31	-0.3	0.014	0.43	1	-2.6	1174	-11	672	3.1	2.3	5.4
COc1ccc(C(c2sc3ncnn3c2O)N2CC(C)OC(C)C2)cc1OC (stereo not drawn)	i	32	0.54	1314	-1%	i	1.8	1.9	0.14	1.2	-1.9	1	4.8	957	17	728	10.0	1.6	7.1
O=C(COc1cccc(NC(=O)c2cccs2)c1)c1ccc(F)cc1	i	47	-0.06	1270	5%	i	1.2	0.76	-0.25	0.42	-0.44	1	-2.3	590	-16	629	1.7	1.9	9.5
CCOC(=O)C1=C(C)NC(=O)NC1c1ccc(-c2ccccc2F)o1 (stereo not drawn)	i	7	0.19	1396	-8%	i	0.5	0.13	-0.32	-0.32	0.28	1.1	-1.6	981	0	709	6.1	2.6	4.4
Cc1ccc(NC(=O)COC(=O)Cn2cnc3ccccc32)c([N+](=O)[O-])c1	i	58	-0.28	1265	-5%	i	0.2	-0.42	-0.29	0.29	0.05	1.1	-2.4	1095	4	677	4.4	3.6	2.7
COc1ccc(C2CC(c3ccc4ccccc4c3OC(C)=O)=NN2C(=O)/C=C/c2ccccc2)cc1 (stereo not drawn)	i	40	-0.22	1098	8%	i	0.4	0.72	0.72	0.95	-0.57	1	-3.6	574	-8	725	3.2	1.5	1.1
Cc1ccc(S(=O)(=O)NC(CC(=O)O)c2ccco2)cc1 (stereo not drawn)	i	33	0.31	1283	-5%	i	0.9	-0.12	-0.2	0.2	-0.42	1.1	0.2	831	·	·	5.0	2.6	5.7
COC(=O)c1[nH]c2cc(OC)ccc2c1N=CN(C)C	i	43	-0.16	1155	·	i	0.5	1.5	-0.24	0.56	-0.79	·	3.5	1248	36	714	·	·	·
Cc1ccc(S(=O)(=O)NC2(C(F)(F)F)C(=O)Nc3c2c(=O)[nH]c(=O)n3-c2ccccc2)cc1 (stereo not drawn)	i	5	0.07	1181	5%	i	0.3	3.4	-0.21	1.3	-1.7	1.1	0.0	974	-3	652	2.9	1.9	3.6
COc1ccc2c(Cl)c(-c3nnc(SCC(N)=O)n3C)sc2c1	i	33	-0.55	1786	2%	i	3.5	0.26	-0.085	0.4	-0.43	1.1	-0.2	1080	-22	674	6.2	2.2	5.3
O=S(=O)(Nc1nc2c(s1)CCCC2)c1ccc2ccccc2c1	i	44	0.25	866	20%	i	1.0	-0.51	-0.035	-0.097	0.59	1	-2.2	1196	-5	783	1.5	1.1	7.7
CN1CCN(CC(=O)NN2CC(=O)N(c3ccc(F)cc3)CC2=O)CC1	i	10	-0.12	1041	·	i	0.6	0.66	-0.24	0.11	-0.16	·	0.3	1316	-20	696	·	·	·
CC(=O)NC1(C(F)(F)F)C(=O)NC(C)=C1C#N (stereo not drawn)	i	47	-0.83	1549	2%	i	1.1	0.68	-0.22	0.53	-0.23	1.1	0.7	1440	·	·	8.8	1.6	1.4
CCN(CC)S(=O)(=O)c1cc([N+](=O)[O-])ccc1NNC(=O)Nc1ccc(F)cc1	i	29	·	·	12%	i	0.1	-0.0059	-0.032	0.7	0.62	0.8	-4.9	1216	-19	733	1.9	1.4	3.6
CCCS(=O)(=O)N1CCCC(C(=O)N2CCC(Cc3ccccc3)CC2)C1 (stereo not drawn)	i	59	-0.04	1269	12%	i	1.0	0.32	-0.18	0.16	-0.24	1.1	·	·	-11	675	3.3	1.7	6.0
Cc1cc(C)n(CC(=O)n2c3c(c4ccccc42)CCCC3)n1	i	38	0.63	1143	-3%	i	0.8	1.5	-0.15	0.95	-0.13	1	·	·	-2	759	4.0	2.0	13
CCOC(=O)c1ccccc1NC(=O)CSc1nncn1C	i	42	0.17	1572	-7%	i	0.8	0.23	-0.28	0.41	-0.71	1.1	-0.9	1507	-34	694	2.4	1.9	10
COc1ccccc1-n1c(=O)[nH]c2c(C(N)=O)nc(-c3cccnc3)nc21	i	45	?	·	·	i	5.2	-0.45	-0.71	0.092	-0.28	·	0.5	1127	15	638	·	·	·
Cc1ccc(C(=O)c2coc3ccc(O)c(CN4CCN(C)CC4)c23)cc1	i	38	-1.3	1059	8%	i	5.9	-0.49	-0.34	0.047	0.11	1.1	1.1	1123	·	·	4.5	3.5	1.1
SMILES	T cell HTS	T cell HTS vesicle-bound %	Insulin prom up	Insulin prom up cell count	PMI inhibitors	Myeloid diff MLP	Myeloid diff MLP GFP+ MAC1+ %	Dynein transport	Dynein transport cytoplasmic EGFP	Dynein transport nuclear GR-EGFP	Dynein transport cell count	TNAP activation fold	bCat nuc transl	bCat nuc transl cell count 5 µM	Hep lipid drop	Hep lipid drop cells 6.5 µM	MT stabilizer	MT stabilizer Hoechst-high %	MT stabilizer cytotoxicity %
O=C1CC(c2ccccc2)CC(O)=C1C=NC1CCCCCC1 (stereo not drawn)	i	25	0.39	1332	5%	i	1.8	-0.3	-0.21	0.36	-0.086	1	0.0	1314	·	·	4.3	1.4	8.0
COCCCNC(=O)Cc1ccccc1OC	i	57	0.66	934	0%	i	1.0	-0.3	0.31	-0.11	0.009	1.1	1.2	1018	6	775	0.4	1.3	24
[N-]=[N+]=CC(=O)CNC(=O)[C@@H](Cc1ccccc1)N1C(=O)c2ccccc2C1=O	i	23	0.59	1045	-2%	i	0.6	1.1	0.22	0.46	-1.5	1.1	0.0	1124	·	·	1.4	1.2	1.9
C/C=C/c1cc(CN2CCN(c3ccc(OC)cc3)CC2)c(O)c(OC)c1	i	51	·	·	6%	i	0.2	-0.52	-0.25	0.19	-0.26	1	1.4	969	1	671	1.8	2.1	5.8
O=C(NO)C1CC2C=CC1C2 (stereo not drawn)	i	14	-0.17	1291	-4%	i	4.7	-0.38	-0.32	-0.14	0.048	0.9	0.3	1388	·	·	3.6	3.6	3.1
CN(C)S(=O)(=O)c1ccc(C(=O)OCC(=O)NCc2ccco2)cc1	i	57	0.57	1135	0%	i	0.6	1.3	-0.2	0.91	-0.53	1.2	-2.7	1051	-7	651	3.5	2.9	10
